# Compound activity (PubChem BioAssay)
# HT1080 viability – cytotoxicity in HT1080 fibrosarcoma cells, cell-based, fluorescence readout (AID 620) | HT1080 viability, fluorescence; higher % means a stronger effect | cytotoxicity, % at 10 µM, or EC50 in µM where a hit was titrated | 0.42% of 87,000 active;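 further: cells exposed to compound overnight then 4 h with Alamar Blue; 0% = vehicle DMSO and 100% = killing control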
# Alkaline phosphatase – human TNAP enzyme inhibitors, biochemical, luminescent (AID 518); purified TNAP enzyme, luminescent substrate readout; higher % means a stronger effect; inhibition, % at 20 µM; hits with a dose series show IC50 in µM; 0.09% of 64,000 active; in the data active means a potency from the dose series; inactive means the rest, 99 in 100 with inhibition below about 22%;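 further: plate controls were vehicle for no effect and reference inhibitor for full effect; many of its hits are not listed in these tables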
# Spn MK inh – inhibitors of Streptococcus pneumoniae mevalonate kinase; 0.48% of 65,000 active; inhibition, % at 10 µM; purified MK, PK/LDH-coupled NADH absorbance 340 nm;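 active means ranked among the strongest by inhibition in the single 10 µM screen, a fixed top-ranked set picked for dose follow-up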; further: no value below 0 was filed
# HPDE-C7 viability – HPDE-C7 pancreatic duct cell viability loss – fluorescence, HTS (AID 430) | 1.8% of 63,000 active | HPDE-C7 pancreatic duct cells viability, fluorescence; higher % means a stronger effect | cytotoxicity, % at 10 µM, or EC50 in µM where a hit was titrated;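 further: cells exposed to compound for 48 hours before viability readout; 0% = vehicle and 100% = reference cytotoxic drug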
# Bfl-1 inhibitors – Bfl-1 inhibitors, primary screen, biochemical, fluorescence polarization, FITC-Bid, mouse (AID 432) | FITC-Bid BH3 peptide fluorescence polarization displacement; higher % means a stronger effect | 0.02% of 64,000 active | displacement, % at 20 µM, or IC50 in µM where a hit was titrated; in the data active means a potency from the dose series; inactive means the rest, 99 in 100 with displacement below about 15%; further: strong numbers were not always called active
# DPM-DC inhibit – inhibitors of Streptococcus pneumoniae diphosphomevalonate decarboxylase; purified DPM-DC, PK/LDH coupled NADH fluorescence; 0.49% of 65,000 active; calls only at 10 µM; AID 556;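 active means the 320 compounds with the highest percent inhibition in the single-dose primary screen, excluding strongly autofluorescent ones, cut at about 32% in these data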;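 further: kinetic rate of NADH fluorescence loss reporting ADP formed by the decarboxylase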
# Spn PMK inh – S. pneumoniae PMK inhibition | purified PMK, PK/LDH-coupled NADH absorbance 340 nm | inhibition, % at 10 µM | 0.49% of 65,000 active;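 active means top-ranked compounds by inhibition in the single 10 µM screen, taking a fixed number of the strongest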;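 further: 0% = full reaction with DMSO carrier and 100% = background rate without enzyme reaction; no value below 0 was filed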
# HPDE-C7K KRASV12 – viability loss of HPDE-C7K cells – cell-based, fluorescence, HTS, primary screen (AID 431); HPDE-C7K KRASV12 cells, Alamar Blue viability, 48 h; higher % means a stronger effect; cytotoxicity, % at 10 µM, or EC50 in µM where a hit was titrated; 1.7% of 63,000 active;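 active means compounds whose percent cytotoxicity in the single-dose primary screen, scaled between solvent and toxic-drug controls, exceeds 50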;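 further: 0% = DMSO solvent wells and 100% = doxorubicin-treated wells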
# LYP phosphatase – LYP phosphatase inhibitors, primary screen, biochemical, DiFMUP fluorescence, recombinant catalytic domain, 10 µM (AID 606) | recombinant LYP catalytic domain, DiFMUP fluorescence; higher % means a stronger effect | inhibition, % at 10 µM, or IC50 in µM where a hit was titrated | 52,000 tested, under 10 active;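 active means IC50 under 40 µM in the dose-response test; inactive means IC50 of 40 µM or more, or never dose-tested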
# Spn PMK inh pilot replicates – also measured in Spn PMK inh; calls as there; inhibition, %; measured here: pilot screen replicates
# Spn MK inh pilot replicates – further read-out of Spn MK inh, marked with its call; inhibition, %; measured here: pilot screen replicates
# DPM-DC inhibit pilot screen % – second read-out of DPM-DC inhibit, no call of its own (marks repeat the call); inhibition, %; measured here: pilot screen trials
# * hit, by the source's call; i = inactive; x = not tested or not shown; + = active, no number. Unless noted, no stated cut-off is given here; in the data, active means cytotoxicity above about 50%; inactive means the rest.
SMILES,HT1080 viability,Alkaline phosphatase,Spn MK inh,HPDE-C7 viability,Bfl-1 inhibitors,DPM-DC inhibit,Spn PMK inh,HPDE-C7K KRASV12,LYP phosphatase,others
CCSc1nnc(NC(=O)C2CCCCC2)s1,2%,4%,3,2%,-4%,i,0,3%,4%,
CN(C)c1ccc(C=Nc2ccc(N(C)C)cc2)cc1,31%,21%,14,19%,-2%,i,0,20%,9%,Spn PMK inh pilot replicates=1.5;Spn MK inh pilot replicates=0.0;DPM-DC inhibit pilot screen %=2.5
COc1ccc(CNC(=O)C2CCN(C(=O)[C@@H](CC(C)C)NC(=O)OC(C)(C)C)CC2)cc1,2%,13%,10,-19%,-6%,i,11,-22%,19%,
CCOC(=O)c1c(NC(C)=O)sc2c(O)cccc12,8%,4%,2,22%,-4%,i,0,17%,7%,
CCc1cc2cc3c(cc2nc1SCC(=O)Nc1cc(C)on1)OCO3,9%,-3%,5,-1%,-6%,i,13,-3%,x,
O=C(Cc1ccccc1)N1CCC(c2nc3ccccc3[nH]2)CC1,10%,10%,0,-8%,-10%,i,19,9%,13%,
CN(C)CC(O)COc1cccc(OCC(O)CN(C)C)c1 (stereo not drawn),0%,15%,4,2%,0%,i,0,7%,20%,
c1ccc(Cn2nnnc2C(c2ccccc2)N2CCN(c3nc4ccccc4s3)CC2)cc1 (stereo not drawn),-11%,7%,8,0%,-4%,i,10,-1%,1%,
COc1ccc(N2CCN(Cc3cc(=O)oc4c3ccc3ccccc34)CC2)cc1,-19%,13%,10,35%,-10%,i,7,31%,x,
c1cc2c(cc1C1=Nn3c(nnc3C3CCCCC3)SC1)OCO2,-2%,21%,8,-2%,2%,i,0,-9%,16%,Spn PMK inh pilot replicates=0.0;Spn MK inh pilot replicates=0.0;DPM-DC inhibit pilot screen %=2.0
CCN(Cc1cc2ccc(C)cc2[nH]c1=O)C(=O)c1cccnc1,8%,10%,8,-7%,-5%,i,0,-3%,1%,
CCOC(=O)c1ccc(NC(=O)CC2C(=O)N(c3ccc(F)cc3)C(=O)N2CCCOC)cc1 (stereo not drawn),13%,-6%,7,-1%,-5%,i,14,7%,2%,
CCOc1ccc2[nH]c(=O)c(CN(Cc3cccs3)Cc3nnnn3C(C)(C)CC)cc2c1,9%,9%,4,13%,-16%,i,11,5%,x,
CC1(C)CC(O)C(C)(C)N1O (stereo not drawn),-4%,4%,9,-8%,1%,i,12,0%,8%,
COc1ccccc1CNC(=O)C1CC(=O)N(C2CCCC2)C1 (stereo not drawn),4%,4%,0,x,-8%,i,2,x,5%,
Cc1nn(-c2ccccc2)c(C)c1C(=O)OC/C(O)=C(\C#N)c1nc2ccccc2[nH]1,-4%,12%,0,7%,-11%,i,14,13%,7%,
Cc1ccc(CN2C(=O)CCC2C(=O)NCCN(CC(C)C)CC(C)C)cc1 (stereo not drawn),-5%,-6%,2,-19%,-11%,i,16,-19%,7%,
O=c1cc(CSc2ccc(Cl)cc2)nc2nc[nH]n12,-11%,0%,2,-4%,4%,i,12,-9%,-3%,
CCCCSc1nc2c(cnn2-c2ccc(Cl)cc2)c(=O)[nH]1,-1%,5%,0,4%,-3%,i,2,0%,-11%,Spn PMK inh pilot replicates=2.5;Spn MK inh pilot replicates=0.0;DPM-DC inhibit pilot screen %=0.0
O=C(CCN1C(=O)c2ccccc2S1(=O)=O)NCc1ccco1,-5%,4%,11,-10%,-2%,i,4,-19%,5%,
O=C(COc1ccc(=O)n(-c2ccccc2)n1)Nc1ccccc1,-3%,12%,4,1%,3%,i,8,-3%,7%,Spn PMK inh pilot replicates=2.5;Spn MK inh pilot replicates=4.5;DPM-DC inhibit pilot screen %=2.0
Cc1ccc(N(C(=O)CNC(=O)c2ccco2)C(C(=O)NCC2CCCO2)c2ccccc2)cc1 (stereo not drawn),-1%,4%,8,10%,-7%,i,12,6%,x,
N#Cc1nc(-c2cccs2)oc1NCc1ccccc1Cl,2%,18%,2,3%,-2%,x,6,-5%,7%,
Cc1cc2ccccc2c(=O)n1CC(=O)N(C)c1ccc(F)cc1,-4%,6%,5,-12%,9%,i,1,-1%,-23%,Spn PMK inh pilot replicates=0.0;Spn MK inh pilot replicates=0.0;DPM-DC inhibit pilot screen %=0.0
COC(=O)c1nc2nc(C)cc(C(F)(F)F)n2n1,-6%,5%,x,-8%,2%,i,4,-13%,6%,
COc1ccccc1CN1C(=O)[C@@H]2C(CCC(N)=O)NC3(C(=O)Nc4c3ccc(Cl)c4C)[C@@H]2C1=O (stereo partly drawn),-20%,1%,7,-5%,-3%,i,17,-3%,x,
CCC(C)(C(=O)NC1CCCCC1)N(Cc1ccco1)C(=O)CNC(=O)c1ccccc1 (stereo not drawn),6%,-2%,4,-6%,-6%,i,0,-7%,7%,
CCOc1ccc(N(CC(=O)NCC(C)C)S(C)(=O)=O)cc1,-10%,8%,6,1%,-3%,i,7,-4%,-4%,
COc1ccc(C(=O)Nc2cccnc2)cc1C(=O)Nc1cccnc1,5%,12%,7,11%,-7%,i,5,11%,8%,Spn PMK inh pilot replicates=5.0;Spn MK inh pilot replicates=0.0;DPM-DC inhibit pilot screen %=0.0
CCOc1ccc2nc(N3CCC(C(=O)N4CCN(C5CCCCC5)CC4)CC3)sc2c1,x,12%,4,27%,-7%,i,8,20%,2%,Spn PMK inh pilot replicates=0.0;Spn MK inh pilot replicates=0.0;DPM-DC inhibit pilot screen %=0.0
COc1ccc(-c2nc(Cn3c(SCc4cccc(F)c4)nc4ccncc43)c(C)o2)cc1OC,0%,4%,6,-4%,6%,i,0,2%,2%,
O=C(CCCCCn1c(=O)[nH]c2ccsc2c1=O)N1CCCCC1,2%,16%,8,9%,-4%,i,6,12%,10%,Spn PMK inh pilot replicates=1.5;Spn MK inh pilot replicates=1.5;DPM-DC inhibit pilot screen %=0.0
COc1ccc(NC(=O)CCc2ccccc2)cc1NC(=O)c1ccco1,7%,3%,4,18%,-10%,i,9,6%,15%,Spn PMK inh pilot replicates=2.0;Spn MK inh pilot replicates=0.5;DPM-DC inhibit pilot screen %=3.0
O=C(CSc1nnnn1-c1ccccc1)N1CCc2ccccc2C1,-7%,5%,10,6%,-3%,i,10,5%,-8%,
COc1ccc(N2C(=O)C3CCCN3C2c2cccc(C)c2)cc1Cl (stereo not drawn),-4%,8%,0,x,-6%,i,15,x,16%,
C=CCn1c(SCc2ccccc2C#N)nnc1-c1cc(Br)ccc1O,6%,11%,8,18%,15%,i,5,13%,-1%,
COc1ccccc1N1CCN(C2CCN(C(=O)c3cccs3)CC2)CC1,-3%,10%,56*,-7%,-9%,i,2,6%,x,
CCCn1c(N2CCN(CC(=O)c3c(C)n(C)c4ccccc34)CC2)nc2c1c(=O)[nH]c(=O)n2C,10%,14%,3,11%,4%,i,0,15%,x,
CCOC(=O)c1c(C)n(O)c2ccc(Cl)cc2c1=O,-2%,6%,3,-5%,-3%,i,2,3%,2%,
C=CCN1C(=O)CC(C(=O)NC)SC1=Nc1ccc(C(=O)OCC)cc1 (stereo not drawn),-1%,5%,0,1%,2%,i,3,2%,x,
COc1c(Br)cc2c(C)c(C(=O)O)oc2c1Br,2%,8%,43*,5%,20%,i,0,10%,-6%,Spn PMK inh pilot replicates=0.5;Spn MK inh pilot replicates=+;DPM-DC inhibit pilot screen %=0.0
Cc1ccc(S(=O)(=O)C2(C(=O)Nc3nccs3)CC2)cc1,-2%,14%,7,-6%,0%,i,3,-6%,4%,Spn PMK inh pilot replicates=1.0;Spn MK inh pilot replicates=4.0;DPM-DC inhibit pilot screen %=1.5
CCOC(=O)C1(C)NC(c2ccc(N(C)C)cc2)C2C(=O)N(c3ccc(OC)cc3)C(=O)C21 (stereo not drawn),8%,1%,2,x,1%,i,0,x,x,
Cc1cccc(-c2c3c(=O)n(C)c(=O)n(C)c3cn2CC2CCCO2)c1 (stereo not drawn),16%,4%,2,-17%,-2%,i,11,-14%,x,
COc1ccc(N2CCN(C(=O)CCn3nnc4ccccc43)CC2)cc1,-1%,5%,0,-10%,-2%,i,10,-10%,x,
O=C(CC(c1ccccc1)c1cc(Cl)ccc1O)N1CCOCC1 (stereo not drawn),-8%,2%,5,18%,-10%,i,5,10%,0%,
CCOC(=O)c1[nH]c(C)c(C(=O)N2CCN(C(=O)OCC)CC2)c1CC,-2%,6%,0,-7%,-5%,i,16,-1%,x,
CC1(C)CC2CC(C)(CN2C(=O)CN2C(=O)c3ccccc3C2=O)C1 (stereo not drawn),5%,2%,5,-6%,7%,i,0,-9%,8%,

# Reprinted at random: six compounds from above
SMILES,HT1080 viability,Alkaline phosphatase,Spn MK inh,HPDE-C7 viability,Bfl-1 inhibitors,DPM-DC inhibit,Spn PMK inh,HPDE-C7K KRASV12,LYP phosphatase,others
COc1ccc(N2CCN(C(=O)CCn3nnc4ccccc43)CC2)cc1,-1%,5%,0,-10%,-2%,i,10,-10%,x,
CCOC(=O)C1(C)NC(c2ccc(N(C)C)cc2)C2C(=O)N(c3ccc(OC)cc3)C(=O)C21 (stereo not drawn),8%,1%,2,x,1%,i,0,x,x,
CC1(C)CC2CC(C)(CN2C(=O)CN2C(=O)c3ccccc3C2=O)C1 (stereo not drawn),5%,2%,5,-6%,7%,i,0,-9%,8%,
O=C(CC(c1ccccc1)c1cc(Cl)ccc1O)N1CCOCC1 (stereo not drawn),-8%,2%,5,18%,-10%,i,5,10%,0%,
COc1c(Br)cc2c(C)c(C(=O)O)oc2c1Br,2%,8%,43*,5%,20%,i,0,10%,-6%,Spn PMK inh pilot replicates=0.5;Spn MK inh pilot replicates=+;DPM-DC inhibit pilot screen %=0.0
Cc1ccc(S(=O)(=O)C2(C(=O)Nc3nccs3)CC2)cc1,-2%,14%,7,-6%,0%,i,3,-6%,4%,Spn PMK inh pilot replicates=1.0;Spn MK inh pilot replicates=4.0;DPM-DC inhibit pilot screen %=1.5
